# Screening data: PubChem BioAssay, several laboratories
# Keap1-Nrf2 PPI: disrupts human Keap1 binding to Nrf2 peptide. Q14145. Keap1 Kelch-Nrf2 peptide fluorescence polarization, 1536-well. inhibition, % at 9.4 µM. actives 0.15% (n = 340,000). AID 504523; in the data active means inhibition above about 12%;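 further: human Keap1 Kelch domain with fluorescein labeled Nrf2 9mer peptide probe; 0% = neutral control wells and 100% = peptide positive control; higher means more block of Keap1 binding to Nrf2 peptide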
# Pemphigus Ab inh: human desmoglein-3 autoantibody binding inhibition; DSG3-coupled beads, scFv-anti-DSG3-GFP binding, flow cytometry; stronger effect = lower value; binding (percent of control), % at 10 µM; AID 588358; actives 0.48% (n = 310,000); P32926;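 active means binding more than 3 SD below its plate's average and above zero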;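 further: hits lower antibody fragment binding to DSG3; some compounds called inactive have numbers as strong as hits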
# Target sequence (P32926 whole entry, looked up, the tested form may be a part): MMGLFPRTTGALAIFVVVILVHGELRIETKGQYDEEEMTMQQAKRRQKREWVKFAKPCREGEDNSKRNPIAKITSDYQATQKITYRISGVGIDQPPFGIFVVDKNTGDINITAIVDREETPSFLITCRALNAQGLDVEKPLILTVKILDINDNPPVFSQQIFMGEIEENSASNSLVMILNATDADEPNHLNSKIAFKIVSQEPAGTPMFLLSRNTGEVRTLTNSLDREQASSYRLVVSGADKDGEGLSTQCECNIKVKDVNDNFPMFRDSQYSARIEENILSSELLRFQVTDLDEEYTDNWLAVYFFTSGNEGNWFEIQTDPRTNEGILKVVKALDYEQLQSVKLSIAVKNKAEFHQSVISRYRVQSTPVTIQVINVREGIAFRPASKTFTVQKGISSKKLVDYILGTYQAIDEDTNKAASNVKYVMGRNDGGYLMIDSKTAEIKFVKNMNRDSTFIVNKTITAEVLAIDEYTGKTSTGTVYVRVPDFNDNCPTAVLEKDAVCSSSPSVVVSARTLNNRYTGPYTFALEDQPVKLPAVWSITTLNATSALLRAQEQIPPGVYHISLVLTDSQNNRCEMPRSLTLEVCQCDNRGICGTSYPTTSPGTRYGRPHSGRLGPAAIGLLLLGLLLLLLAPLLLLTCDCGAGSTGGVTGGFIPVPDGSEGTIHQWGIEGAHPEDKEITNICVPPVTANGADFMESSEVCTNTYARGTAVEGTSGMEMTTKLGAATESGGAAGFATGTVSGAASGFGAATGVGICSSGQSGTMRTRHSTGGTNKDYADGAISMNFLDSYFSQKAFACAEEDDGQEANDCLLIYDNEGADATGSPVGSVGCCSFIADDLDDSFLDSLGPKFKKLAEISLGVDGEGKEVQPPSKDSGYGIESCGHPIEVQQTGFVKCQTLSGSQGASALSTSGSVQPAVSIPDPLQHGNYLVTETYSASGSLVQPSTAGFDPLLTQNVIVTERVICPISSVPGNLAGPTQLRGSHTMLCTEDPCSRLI
# NSD2 HMT inh: inhibitors of human histone methyltransferase NSD2; AID 743445; NSD2 peptide methylation, AlphaScreen, 120 min; actives 0.54% (n = 310,000); O96028; inhibition, % at 12.5 µM; in the data active means inhibition above about 50%
# Arrestin-AP2 inh: inhibitors of human beta-arrestin and AP2 interaction; FITC-arrestin peptide / GST-AP2 beads, flow cytometry; AP2 beta2 appendage carries R879A mutation; inhibition, % at 10 µM; actives 0.31% (n = 340,000);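 active means inhibition above a set limit, near 3 SD of compounds lacking own fluorescence, cut at about 54% in these data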;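 further: plate controls were DMSO wells for no effect and 5 µM unlabelled arrestin peptide for full effect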
#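 Test system: GST-tagged AP2 beta2-adaptin appendage (R879A) on 4 µm glutathione beads; also added: fluorescein-tagged arrestin peptide at 50 nM final; timing: 12 min plus 1 h, RT; signal: flow cytometry, FL1 (488/535 nm); read-out: percent drop in bead-associated FITC signal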
# Cardiac RTF inh: cardiac RTF calcium desensitization; P19429+P45379; actives 0.12% (n = 340,000); IANBD-labeled cardiac RTF, Ca2+ fluorescence; inhibition, % at 7.15 µM;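 active means inhibition above the mean inhibition of all tested compounds plus 3 SD, cut at about 17% in these data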;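 further: assay run at fixed EC70 calcium of 1.6 mM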
# CAL PDZ FP-1: blocks peptide binding to the human CAL PDZ domain; purified CAL PDZ, TMR-peptide fluorescence polarization, 1 h; inhibition, % at 24.9 µM; actives 0.92% (n = 300,000); AID 602252;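 active means mean inhibition of at least 30% with at least half of replicates also reaching 30%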;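 further: 0% = DMSO neutral control and 100% = excess unlabeled competitor peptide PRC23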
# CAL PDZ FP-2: human CAL PDZ-peptide interaction inhibition; Q9HD26; purified CAL PDZ, TMR-peptide fluorescence polarization, 1 h; inhibition, % at 20 µM; actives 0.02% (n = 330,000); AID 504414;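 active means highest replicate inhibition of at least 40%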;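 further: plate controls were DMSO neutral control wells for no effect and unlabeled competitor peptide control wells for full effect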
#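 Test system: purified CerCALP PDZ construct; Compound dosing: one concentration, 20 µM compound; Also added: TMR-labelled reporter peptide T*-PRC34 bound in PDZ groove; Read-out: inhibition from polarization loss; Controls: unlabelled peptide and DMSO controls; Signal: FP readout, S and P plane fluorescence; Incubation: 1 h at RT.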
# DAGLB inh: diacylglycerol lipase beta (human) inhibition. HEK293T DAGLB membrane lysate, EnzChek fluorogenic substrate. inhibition, % at 5.17 µM. actives 0.059% (n = 340,000). Q8NCG7; in the data active means inhibition above about 34%;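 further: 0% = enzyme with vehicle and 100% = wells lacking enzyme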
# C-LANA FP: blocks KSHV LANA C-terminal domain binding to DNA. MBP-C-LANA/FAM-LBS DNA binding, fluorescence polarization. inhibition, % at 9 µM. AID 504423. actives 0.078% (n = 340,000);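 active means highest replicate inhibition at or above 60% at 9 µM, even if other replicates fall short; inactive means all replicates below 60% inhibition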;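 further: 0% = neutral control wells and 100% = 4 µM acridine orange control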
# V-ATPase pHluor: yeast V-ATPase proton transport regulation by pHLuorin; actives 0.37% (n = 350,000); response, % at 10 µM; AID 504577; S. cerevisiae, pHLuorin cytosolic pH fluorescence; in the data active means response mostly above about 7.3%, no sharp cut-off; inactive means mostly below about 5.4%; further: actives read high; inactives centre near 0; some compounds called inactive have numbers as strong as hits
# An asterisk follows results filed as active; . = no result given.
SMILES,Keap1-Nrf2 PPI,Pemphigus Ab inh,NSD2 HMT inh,Arrestin-AP2 inh,Cardiac RTF inh,CAL PDZ FP-1,CAL PDZ FP-2,DAGLB inh,C-LANA FP,V-ATPase pHluor
CC(=O)N(C)c1ccc(NS(=O)(=O)Cc2ccccc2)cc1,-4,102,6,3,0,0,-0.4,3,1.3,-2
Cc1ccc2nc(N/C(=N/S(=O)(=O)c3ccc(F)cc3)c3ccccc3)sc2c1,-1,109,3,0,-16,.,-4.1,11,0.0,-6
CCCN1C(=O)SC(CC(=O)Nc2cccc3ccccc23)C1=O (stereo not given),0,118,1,-13,-1,.,-0.5,-3,-1.5,-6
CC(C)Cn1c2c(c(O)c(C(=O)Nc3ccc(F)cc3)c1=O)CCCC2,-4,97,-6,-6,-5,1,-0.3,-5,0.2,2
COc1cc2c(cc1OC)CN(C(=O)c1cccs1)CC2,-3,103,1,-6,-5,-3,-0.8,1,-0.9,1
CCOc1ccc(S(=O)(=O)N2CCOCC2)cc1NC(=O)Cc1c(F)cccc1Cl,-5,72,-2,-14,2,-2,2.0,3,0.4,4
Cc1ccc(C)[n+](CC(=O)N2CCCCC2)c1,-1,121,.,8,2,4,-0.4,-3,0.1,1
CC(O)(CS(=O)(=O)Cc1ccccc1)C(=O)Nc1cccc(C(F)(F)F)c1 (stereo not given),4,105,-4,-4,-8,-5,-0.9,-1,1.3,-4
Cn1c(CO)cnc1SCC(=O)c1ccc(F)cc1,-2,93,0,27,-2,-2,-1.1,-3,-1.4,-2
CC(OC(=O)Cn1cnc2c1c(=O)n(C)c(=O)n2C)C(=O)N(C)c1ccccc1 (stereo not given),-2,93,-2,-5,-5,-2,-2.5,1,-0.6,3
NC(=NCCc1ccccc1)NS(=O)(=O)c1cccs1,-3,103,-3,-3,-17,6,-1.8,-2,-0.5,1
O=C1CSC(c2ccc(F)cc2)N1c1c(F)cccc1F (stereo not given),1,99,1,25,2,8,0.2,-4,-1.4,5
Cc1ccccc1OCCC(=O)OCC(=O)Nc1ccc2[nH]c(=O)[nH]c2c1,3,100,1,-13,-5,-3,-0.8,2,-0.8,4
Cc1cc(C(=O)COc2ccccc2C(N)=O)c(C)n1C1CC1,0,102,0,23,-6,0,-5.2,0,0.7,-2
COc1cccc(-c2nc(CS(=O)CC(=O)NC3CC3)c(C)o2)c1 (stereo not given),-1,106,.,-3,0,.,-1.2,-3,2.7,2
COc1ccc(-n2ncc3c2CC(C)(C)CC3NC(=O)CCN2CCCCC2=O)cc1 (stereo not given),1,93,4,45,-4,-7,-1.3,4,2.0,1
O=C(CCc1nc2cccnc2n1Cc1ccccc1)NCCc1ccc(Cl)cc1,5,.,11,-6,-5,3,-1.1,-2,1.6,3
CCCN1CCN(S(=O)(=O)c2ccc3c(c2)NC(=O)C(C)C(=O)N3)CC1 (stereo not given),-11,111,.,-2,1,.,-0.7,3,0.7,4
Cc1cc(C)n2ncc(/C(N)=N/OC(=O)Nc3ccccc3)c2n1,-1,110,-2,-4,7,-4,0.3,1,0.1,-5
CC1(C)CC(=O)c2c(-c3cccs3)n[nH]c2C1,-4,101,-1,3,-11,1,2.3,-1,-0.3,2
O=C(Nc1cccc([N+](=O)[O-])c1)c1ccncc1,1,108,5,-1,-5,-1,-0.6,2,-1.2,3
Cn1c(C(=O)N2CCc3ccccc3C2)cc2oc3ccccc3c21,-1,106,.,-4,4,7,-1.2,-9,-1.2,3
O=C(CCCCn1ccc(=O)[nH]c1=O)Nc1ccc(O)c(C(=O)O)c1,-5,96,-3,-2,1,3,-0.7,-1,-0.1,2
CCC1(c2ccccc2)SCC(c2ccccc2)=NC1=O (stereo not given),-5,99,0,-2,-1,.,0.1,-1,-0.3,-2
O=C(/C=C/c1ccc(S(=O)(=O)N2CCOCC2)cc1)NCCc1ccc(C(F)(F)F)cc1,-4,97,-4,-5,-1,-2,0.3,-3,-1.4,0

# Rewritten with values under each structure: part of the list above.
# Each structure is followed by: Keap1-Nrf2 PPI | Pemphigus Ab inh | NSD2 HMT inh | Arrestin-AP2 inh | Cardiac RTF inh | CAL PDZ FP-1 | CAL PDZ FP-2 | DAGLB inh | C-LANA FP | V-ATPase pHluor
- NC(=NCCc1ccccc1)NS(=O)(=O)c1cccs1
    -3 | 103 | -3 | -3 | -17 | 6 | -1.8 | -2 | -0.5 | 1
- O=C1CSC(c2ccc(F)cc2)N1c1c(F)cccc1F (stereo not given)
    1 | 99 | 1 | 25 | 2 | 8 | 0.2 | -4 | -1.4 | 5
- Cc1ccccc1OCCC(=O)OCC(=O)Nc1ccc2[nH]c(=O)[nH]c2c1
    3 | 100 | 1 | -13 | -5 | -3 | -0.8 | 2 | -0.8 | 4
- Cc1cc(C(=O)COc2ccccc2C(N)=O)c(C)n1C1CC1
    0 | 102 | 0 | 23 | -6 | 0 | -5.2 | 0 | 0.7 | -2

# An excerpt from above in order of count of non-hydrogen atoms, low to high:
SMILES,Keap1-Nrf2 PPI,Pemphigus Ab inh,NSD2 HMT inh,Arrestin-AP2 inh,Cardiac RTF inh,CAL PDZ FP-1,CAL PDZ FP-2,DAGLB inh,C-LANA FP,V-ATPase pHluor
Cc1ccc(C)[n+](CC(=O)N2CCCCC2)c1,-1,121,.,8,2,4,-0.4,-3,0.1,1
CC(=O)N(C)c1ccc(NS(=O)(=O)Cc2ccccc2)cc1,-4,102,6,3,0,0,-0.4,3,1.3,-2
CCCN1C(=O)SC(CC(=O)Nc2cccc3ccccc23)C1=O (stereo not given),0,118,1,-13,-1,.,-0.5,-3,-1.5,-6

# Part of the list above, with bars between the fields.
Compound | Keap1-Nrf2 PPI | Pemphigus Ab inh | NSD2 HMT inh | Arrestin-AP2 inh | Cardiac RTF inh | CAL PDZ FP-1 | CAL PDZ FP-2 | DAGLB inh | C-LANA FP | V-ATPase pHluor
CC1(C)CC(=O)c2c(-c3cccs3)n[nH]c2C1 | -4 | 101 | -1 | 3 | -11 | 1 | 2.3 | -1 | -0.3 | 2
O=C(Nc1cccc([N+](=O)[O-])c1)c1ccncc1 | 1 | 108 | 5 | -1 | -5 | -1 | -0.6 | 2 | -1.2 | 3

# The listing picks up, repeating the 2 entries before the break.
SMILES,Keap1-Nrf2 PPI,Pemphigus Ab inh,NSD2 HMT inh,Arrestin-AP2 inh,Cardiac RTF inh,CAL PDZ FP-1,CAL PDZ FP-2,DAGLB inh,C-LANA FP,V-ATPase pHluor
CCC1(c2ccccc2)SCC(c2ccccc2)=NC1=O (stereo not given),-5,99,0,-2,-1,.,0.1,-1,-0.3,-2
O=C(/C=C/c1ccc(S(=O)(=O)N2CCOCC2)cc1)NCCc1ccc(C(F)(F)F)cc1,-4,97,-4,-5,-1,-2,0.3,-3,-1.4,0
CCCOc1ccc(C2CC(=O)Nc3cc(OC)c(OC)cc32)cc1 (stereo not given),-5,116,-1,-6,-11,-1,-0.1,2,-2.2,0
Cc1cc(C)cc(OCC(O)Cn2nc(C)cc2C)c1 (stereo not given),0,97,-2,3,2,-4,-1.5,-3,1.8,1
Cc1cccc(C(C(=O)NC2CCCC2)N(Cc2cccnc2)C(=O)c2csnn2)c1 (stereo not given),3,96,0,0,-9,-4,-0.7,-1,-0.3,1
COc1ccc(C(CNC(=O)c2ccc(C)o2)N2CCOCC2)cc1 (stereo not given),-1,98,-1,-4,1,-3,-2.4,-1,0.4,0
COc1ccc(C2C3=C(CC(C)(C)CC3=O)N(C)C3=C2C(=O)CC(C)(C)C3)cc1,-2,104,-6,18,-3,-2,-1.4,0,-0.8,4
Cc1ccc(NC(=O)CCC(=O)c2ccc(Br)cc2)cc1,-6,104,-3,36,-3,-1,-0.4,-7,-1.5,3
O=C(N/N=C/c1ccc(OC(F)F)cc1)c1cc[n+]([O-])cc1,1,102,-3,13,-2,0,-2.1,-3,-0.2,-8
CC(=O)c1ccc(NC(=O)CCNC(=O)c2ccc(Cl)cc2)cc1,3,109,1,3,-5,-2,-2.5,2,-2.7,-1
CCCN=C1NC(=O)C(CC(=O)NCCc2ccc(OC)c(OC)c2)S1 (stereo not given),-7,99,-1,.,-6,-1,-1.5,1,0.7,-1
O=C(Cn1cc(C(F)(F)F)ccc1=O)NC(c1ccccc1)c1ccccc1,-8,85,3,-4,4,1,-0.8,1,0.0,0
O=C(Nc1ccc(S(=O)(=O)Nc2nccs2)cc1)C1CC(=O)N(c2ccccc2)C1 (stereo not given),0,109,-1,-14,-7,-2,-1.7,1,1.3,-2
CCC(C)Nc1nc(N)c([N+](=O)[O-])c(N2CCCCCC2)n1 (stereo not given),-1,103,16,8,0,-6,.,-3,1.0,0
CSc1ccc(CNCC(O)c2ccccc2)cc1 (stereo not given),6,101,-1,-11,-4,4,-0.4,1,-0.9,4
O=C(CN1C(=O)NC2(CCCC2)C1=O)Nc1nc(-c2ccc(F)c(F)c2)cs1,2,.,4,23,-6,-19,-2.5,-2,-1.6,5
NC(=S)Nn1c(-c2ccccc2)nc2ccccc2c1=O,3,79,-2,-4,1,2,-0.2,-3,-0.5,4
COc1ccc(CCNC(=O)C(=O)N2CCCCC2)cc1OC,-1,105,-2,-5,0,.,0.0,-2,-0.5,3
Cc1ccc[n+](CC(=O)c2cc3ccccc3oc2=O)c1,-1,102,10,-8,-7,.,-1.2,-2,1.4,0
CCCCCCCCCNC(=O)[C@H](NC(=O)COc1ccccc1)[C@@H]1NC(C(=O)OC)C(C)(C)S1 (stereo not given in full),-1,96,.,32,-15,-3,-0.3,-3,0.1,5
CS(=O)(=O)N(CC(=O)NCCSCc1ccco1)c1ccc2c(c1)OCO2,0,97,0,16,-7,2,-0.5,-2,-3.7,8
COc1ccc(CCNC(=O)C(C)OC(=O)c2ccco2)cc1OC (stereo not given),-4,98,1,8,-11,0,-3.3,-3,0.0,-1
O=C(NCCc1ccccc1)C(=S)N1CCCCC1,-3,103,-2,-4,0,-1,-0.9,-2,0.6,3
CC1CCN(S(=O)(=O)c2ccc([N+](=O)[O-])cc2)CC1,3,96,2,-12,-5,6,-0.5,-5,3.1,-3
CCCn1c(-c2ccccc2)cc(SC)c(C#N)c1=O,6,104,-7,4,-9,-2,0.5,-1,-1.2,2
Cc1cccc(-n2ccnc2SCC(=O)Nc2cc(C)on2)c1,4,110,3,-5,-6,.,0.3,-1,0.3,3
CC(=O)N1N=C(c2ccc(Cl)cc2)OC1c1ccc(C(C)C)cc1 (stereo not given),-1,111,-6,-11,-11,0,-0.7,-6,2.1,-5
CCOC(=O)c1[nH]c2ccc(OC)cc2c1NC(=O)OC,-2,94,-2,2,-6,1,0.0,0,-0.2,-2
Cc1ccc(NC(=O)C2CCCN2c2nn3c(=O)cc(C)nc3s2)cc1 (stereo not given),-6,107,.,1,-7,.,-4.4,-1,-1.0,-1

# A portion of the library; count on the stated rates, not on these rows.
